# Screening results (PubChem)
# NPYLR7 ag = activates Aedes aegypti NPYLR7 receptor. HEK293T NPYLR7/Galpha15, GCaMP6s calcium fluorescence. activation, % at 10 µM. 270,000 tested, 0.15% active; in the data active means activation above about 40%;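 further: 0% = vehicle and 100% = reference agonist at the receptor; some compounds past the cut are filed as inactive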
# hcGAS lum = inhibitors of human cGAS | Q8N884 | recombinant h-cGAS, ATP depletion, Kinase-Glo luminescence | inhibition, % at 12.5 µM | 290,000 tested, 0.081% active | AID 1259398;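 further: 0% = vehicle reaction and 100% = reaction without DNA for no activity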
# Target sequence (Q8N884 whole entry, looked up): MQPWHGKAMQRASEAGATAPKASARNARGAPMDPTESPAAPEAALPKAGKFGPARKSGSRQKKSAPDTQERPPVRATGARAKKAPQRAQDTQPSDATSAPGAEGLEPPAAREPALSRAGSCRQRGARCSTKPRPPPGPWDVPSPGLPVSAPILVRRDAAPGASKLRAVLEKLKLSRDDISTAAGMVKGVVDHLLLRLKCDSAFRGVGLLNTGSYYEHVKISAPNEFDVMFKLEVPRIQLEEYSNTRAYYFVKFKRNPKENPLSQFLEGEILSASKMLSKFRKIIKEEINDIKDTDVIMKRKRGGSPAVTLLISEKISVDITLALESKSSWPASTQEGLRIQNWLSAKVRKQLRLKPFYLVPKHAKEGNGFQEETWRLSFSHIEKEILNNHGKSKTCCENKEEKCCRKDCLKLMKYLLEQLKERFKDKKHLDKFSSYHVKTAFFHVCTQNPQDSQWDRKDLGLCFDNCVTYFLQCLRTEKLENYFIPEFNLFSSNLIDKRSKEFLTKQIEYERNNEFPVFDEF
# mcGAS inh = blocks mouse cGAS activity; Q8C6L5; recombinant cGAS, Kinase-Glo ATP depletion luminescence; inhibition, % at 12.5 µM; 160,000 tested, 0.15% active; AID 1259399;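 further: 0% = negative control wells and 100% = reference inhibitor with no enzyme activity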
# * = called active by the depositor; / = no result given; & = joins results of further samples. Unless noted, no stated cut-off is given here; in the data, active means inhibition above about 40%; inactive means the rest. Hits appear at their usual frequency; 0.27% or so of the library scored in one or more.
# A first look, twelve compounds:
SMILES	NPYLR7 ag	hcGAS lum	mcGAS inh
Cc1cc(C)c(CNC(=O)N2CCC(c3noc(C)n3)CC2)c(C)c1	5	-9	/
CCC(=O)N1CCCC(N2CCN(c3ccccc3)CC2)C1 (configuration not stated)	0	-4	/
CCC(NS(=O)(=O)c1cnn(C)c1)c1cccc(Cl)c1 (configuration not stated)	-2	0	-3
CC(=O)NC(NC(=S)Nc1ccccc1O)C(Cl)(Cl)Cl (configuration not stated)	-11	-2	-7
CC(C)CCNC(=S)NNC(=O)C1CCCO1 (configuration not stated)	0	0	/
CCC1=C(C(=O)OC)C(c2cccc(O)c2)n2ncnc2N1 (configuration not stated)	3	-5	/
COCc1noc(C(C)c2ccc3ccccc3c2)n1 (configuration not stated)	3	-6	/
CN(Cc1n[nH]c2c1CCCCC2)C(=O)[C@@H]1C[C@H](N)CN1C	17	-8	/
Cc1nn(CC(=O)Nc2ccc(Oc3ccc(Cl)cc3)cc2)c(C)c1[N+](=O)[O-]	5	-4	-5
COC(=O)c1ccc(NC(=O)Cn2cc(OCc3ccccc3C)c(=O)cc2CO)cc1	1	-6	-5
Cc1cccnc1NC(=O)NCC(O)c1ccc(OC(F)(F)F)cc1 (configuration not stated)	-2	4	/
COc1ccc(C)nc1NC(=O)c1ccc(C)nc1	-6	1	/

# All compounds of this part (from the top)
SMILES	NPYLR7 ag	hcGAS lum	mcGAS inh
Cc1cc(C)c(CNC(=O)N2CCC(c3noc(C)n3)CC2)c(C)c1	5	-9	/
CCC(=O)N1CCCC(N2CCN(c3ccccc3)CC2)C1 (configuration not stated)	0	-4	/
CCC(NS(=O)(=O)c1cnn(C)c1)c1cccc(Cl)c1 (configuration not stated)	-2	0	-3
CC(=O)NC(NC(=S)Nc1ccccc1O)C(Cl)(Cl)Cl (configuration not stated)	-11	-2	-7
CC(C)CCNC(=S)NNC(=O)C1CCCO1 (configuration not stated)	0	0	/
CCC1=C(C(=O)OC)C(c2cccc(O)c2)n2ncnc2N1 (configuration not stated)	3	-5	/
COCc1noc(C(C)c2ccc3ccccc3c2)n1 (configuration not stated)	3	-6	/
CN(Cc1n[nH]c2c1CCCCC2)C(=O)[C@@H]1C[C@H](N)CN1C	17	-8	/
Cc1nn(CC(=O)Nc2ccc(Oc3ccc(Cl)cc3)cc2)c(C)c1[N+](=O)[O-]	5	-4	-5
COC(=O)c1ccc(NC(=O)Cn2cc(OCc3ccccc3C)c(=O)cc2CO)cc1	1	-6	-5
Cc1cccnc1NC(=O)NCC(O)c1ccc(OC(F)(F)F)cc1 (configuration not stated)	-2	4	/
COc1ccc(C)nc1NC(=O)c1ccc(C)nc1	-6	1	/
Cc1nc(C(=O)NC2(C(N)=O)CCCC2)cs1	-2	-8	-12
COc1cc(OC)cc(C(=O)Nc2cc3c4c(c2)C(C)C(=O)N4CCC3)c1 (configuration not stated)	10	-9	/
C=CCn1c(Sc2ccccc2)nc2c1c(=O)[nH]c(=O)n2C	1	-1	-5
Cc1ccc(CC(C)N(C)S(=O)(=O)CCCC#N)cc1 (configuration not stated)	-20	13	/
COc1cccc(CNC(=O)c2cc(-c3ccc4c(c3)OCO4)nc3ccccc23)c1OC	9	-1	-6
CCOC(=O)C1CCCN(C(=O)c2nn(-c3ccccc3F)c(=O)n(CC)c2=O)C1 (configuration not stated)	13	-11	-6
O=C(c1cn(Cc2ccc(F)cc2Cl)nn1)N1CCC(C2CCCCC2)C1 (configuration not stated)	21	-9	/
CCC(C)N(Cc1ccncc1)C(=O)c1ccc(C#CC(C)(C)O)cc1 (configuration not stated)	2	-2	-11
Cc1c(C)n(Cc2ccco2)c2ncnc(Nc3ccc(O)cc3)c12	-2	-8	/
CC(C)C1CN(C(=O)c2ccc3cccnc3c2O)CCCN1CC1CC1 (configuration not stated)	/	4	-2
CC(C)(C)c1nnnn1CC(O)c1ccc(C(F)(F)F)cc1 (configuration not stated)	4	-16	/
O=C1NCCCCC1NC(=O)C1CC1(c1ccccc1)c1ccccc1 (configuration not stated)	-3	-6	-4
COc1ccccc1C(=O)C1CCCN(C(=O)CN2C(=O)c3ccccc3C2=O)C1 (configuration not stated)	19&1	-6&-1	-2
CCCCc1ccc(S(=O)(=O)N2CCCN(c3nc4ccccc4nc3C(=O)OCC)CC2)cc1	1	-4	-6
COc1ccc(CNC(=O)CCN2Cc3ccccc3OC(c3ccccc3F)C2)cc1OC (configuration not stated)	3	-10	-13
O=c1c2cc3c(=O)n(CC4CCCO4)ccc3nc2ccn1CCO (configuration not stated)	1	-8	/
CCCCCNC(=O)c1ccc(-n2nc(-c3cccc(C)c3)cc2N)cc1	-10	-7	-4
Cc1ccc(O)c(CN(Cc2ccco2)C(C)C(C)C)n1 (configuration not stated)	5	-9	-12
COC1CCN(C(=O)c2ccc(C)cc2)CC(=O)N(C)c2ccccc21 (configuration not stated)	-3	9	-2
CCOc1ccc2ccccc2c1C(=O)Nn1cnc2c(cnn2-c2ccccc2)c1=O	5	-11	/
CC1(C(=O)NS(=O)(=O)c2ccc3c(c2)CCO3)CCN1C(=O)C1(c2ccc(Cl)cc2)CC1 (configuration not stated)	1	-1	/
C=CCNC(=O)C(C1CCCC1)N1CCN(C(=O)c2ccc(C(C)(C)C)cc2)CC1 (configuration not stated)	-8	2	-2
Cn1ccnc1C(NC(=O)COc1ccccc1)c1ccc(F)cc1 (configuration not stated)	1	-7	-8
Cn1cc(C(=O)NC(COc2ccccc2F)C(C)(C)C)ccc1=O (configuration not stated)	5	-7	/
CC(O)=Cc1nc(=O)c2c(C)cc(C)nc2n1-c1ccccc1	-7	-1	/
CCC(CC)NC(=O)CN1CCCC(C)(CO)C1 (configuration not stated)	-3	-18	/
C=C1C(=O)O[C@@H]2C3=C(C)CCC[C@]3(C)CC[C@@]12O	-6	-3	-5
COCCN(Cc1c(-c2cccc(C)c2)noc1N1CCCC1)C(=O)c1cccc(OC)c1	31	-8	-5
CC1(C(=O)Nc2ccccc2)CCN1C(=O)CCc1ccc(Cl)cc1Cl (configuration not stated)	-4	2	-2
NC(=O)C1CCN(c2ccc(NC(=O)CC3CCCCC3)cc2)CC1	4	-5	/
CCN[C@H]1CN(CCCOC)S(=O)(=O)c2sc(S(N)(=O)=O)cc21	0	-7	/
c1ccc(C2CN(c3nc(-c4cccnc4)nc4c3CNC4)CCN2)cc1 (configuration not stated)	2	-2	-14
CC(=O)N1CCC2(CC1)OC(=O)C(C)=C2C(=O)NC(C)C	7	-4	/
Cc1ccccc1C(=O)N[C@@H]1CCCCC1NC(=O)C1CCCN(S(=O)(=O)c2cc(Cl)ccc2Cl)C1 (some centres not stated)	2	-4	-3
CCc1nnc(CN(CC)C(=O)c2cccc(-c3ccc(C)o3)c2)o1	5	-4	/
CC1(C)C2(C(=O)N3CCN(Cc4cc(=O)c(OCc5ccc(C(F)(F)F)cc5)co4)CC3)CC[C@@]1(C)C(=O)O2	25	-12	-6
CN(CC1CCCCO1)C(=O)C1CCCCC1C(=O)N1CCCC1 (configuration not stated)	3	-6	/
Cn1c(SCC(=O)N2CCN(c3ccccc3F)CC2)nc2c(-c3ccccc3)c[nH]c2c1=O	1	-8	-8

# Additional entries
SMILES	NPYLR7 ag	hcGAS lum	mcGAS inh
COc1ccc(CC(=O)Nc2cccc(C3SCC(=O)N3c3ccc4c(c3)OCO4)c2)cc1 (configuration not stated)	1	2	-7
Cn1cc(C(=O)Nc2ccccc2)c2[nH]c(=O)n(Cc3ccccc3)c(=O)c21	3	-4	/
Cc1cccc(Cn2cccc2CN(CCN2CCOCC2)Cc2ccc([N+](=O)[O-])cc2)c1	0	-7	-6
CCN(CC)CC(=O)NCC1(C)CCCCC1O (configuration not stated)	-2	-20	/
O=C(NCC1CCCN(Cc2cccc(-c3ccco3)c2)C1)c1cccs1 (configuration not stated)	-7	-1	/
Cc1ccc(C(=O)Nc2cccc(C(=O)O)c2)cc1S(=O)(=O)N1CCCCC1	1	1	-2
CCc1ccc(-c2nn(CC(=O)Nc3ccc(C(N)=O)cc3)c(=O)c3nc(C)sc23)cc1	-1	11	0
C=CCc1cccc(C=NNC(=O)c2ccccc2O)c1O	6	-4	-9
CC(=NNc1nc2ccccc2[nH]1)c1ccc(C)o1	15	-1	/
COc1ccc(-c2cc(CC#N)no2)cc1OC	3	-3	/
COc1cccc(-c2nccn2-c2ccc3cn[nH]c3c2)c1OC	1	-2	/
Cc1ccc(-n2nnc(C(=O)OCc3nc(-c4ccc(OC(C)C)cc4)oc3C)c2C)cc1	10	-3	-9
CCn1c(-c2cccnc2)nc2cc(NC(=O)COC)cc(C(=O)N3CCCC(OC)C3)c21 (configuration not stated)	17	-8	-13
CCCn1cnnc1Cn1cnc(-c2ccccc2)c1-c1cn(CC)nc1C	-2	-4	/
CC(C)=CC(=O)N1CCN(C2CCCCC2)C(=O)C1	/	-11	-6
CCCc1nc(CNC2CCN(C(=O)c3ccccc3)CC2)cs1	25	-1	-18
CC(C(=O)O)N1C(=O)CSC1c1ccccc1F (configuration not stated)	-2	-1	-2
CN(C)c1ccc(N2C(=O)C=CC2=O)cc1	6	-3	/
Cc1cccc(CN2CCN(C(=O)CSc3nnnn3-c3c(C)cccc3C)CC2)c1	4	-9	/
Cc1onc(-c2ccccc2)c1C(=O)Nc1sc(C)c(C)c1C(=O)OC(C)C	0	-3	/
CCOC(=O)C(=O)N1CCCN(Cc2cc(=O)c(OCc3ccc(C(C)(C)C)cc3)co2)CC1	24	-12	-5
CCOC(=O)C1CCN(C(=O)c2cc(-c3cccc(OC)c3)nc3cc(C(C)(C)C)nn23)CC1	-7&20	-7&-8	-8&-8
Cc1cc(-c2nnc(NC(=O)c3ccn(C)n3)o2)n(C)n1	/	2	3
COc1ccc(OC)c(C2C(C(=O)c3ccco3)=C(O)C(=O)N2CCN2CCOCC2)c1 (configuration not stated)	11	-2	-8
Cc1ccc(S(=O)(=O)N(Cc2cccnc2)Cc2nccn2Cc2ccccc2F)cc1	23	-7	-6
O=C1C(C(c2ccc(F)cc2)N2CCC(O)CC2)Sc2nc(-c3ccco3)nn21 (configuration not stated)	7	0	-3
Cc1ccc(N2CC(=O)C(c3nc(C(C)(C)C)cs3)C2=N)cc1F (configuration not stated)	/	4	0
CCCCN(CC(=O)Nc1cc(C(C)(C)C)nn1-c1ccc(Cl)c(Cl)c1)C(=O)C(CC)c1ccccc1 (configuration not stated)	/	-12	-7
O=C(N=Nc1c(O)[nH]c2ccccc12)c1ccccc1O	-4	2	/
COc1ccc(-c2cnc3c(NC=O)cc(-c4cccs4)cn23)cc1OC	-4	-5	-8
CNC(=O)CSc1nnc(N2CCN(C(=O)Cc3ccccc3Cl)CC2)s1	-12	6	1
Nc1ccnc(-c2cccc3[nH]ccc23)c1	15	-6	-11
CC(=O)Nc1cc(-c2ccccc2)nn1-c1ccc(C(=O)NCCc2cccc(F)c2)cc1	-11	1	/
Cc1ccc(-n2nc(C(C)C)c(C(=O)O)c2C(C)C)cc1	0	2	-1
CN(Cc1ccc(F)cc1F)c1nc(NCCO)c2ccccc2n1	1	-4	-11
O=C(O)c1csc(CSc2nnc(-c3cccnc3)n2-c2cccc(Cl)c2)n1	-8	-8	-6
O=C(COc1c(Cl)cccc1Cl)Nn1cnc2scc(-c3ccccc3)c2c1=O	10	-4	/
CC(=O)N1CC(C(=O)N=c2sccn2Cc2ccc(C)cc2)Oc2ccccc21 (configuration not stated)	1	-3	/
C=CCN(CC(=O)N1CCc2sccc2C1c1ccc(F)cc1)C(=O)c1ccc(Cl)cc1 (configuration not stated)	10	-3	-2
CN(Cc1ccc(-n2ccnc2)cc1)Cc1cccc2cnccc12	-10	2	3
CCCN(Cc1cc(=O)n2ccccc2n1)C1CCc2ccccc2C1 (configuration not stated)	5	-11	/
COCc1cc(N(C)Cc2ccccc2)nc(SCc2cccc(C(=O)NCC3CCCO3)c2)n1 (configuration not stated)	8	-4	-5
Cc1oc2c(CN3CC(C)OC(C)C3)c(O)ccc2c(=O)c1-c1ccccc1Cl (configuration not stated)	6	-10	/
CCc1nc2n(n1)C(=O)C(C(c1ccc(Cl)cc1)N1CCN(CCO)CC1)S2 (configuration not stated)	-4	-3	-6
CC1CCc2[nH]nc(C(=O)N3CCC4(CC3)C(=O)N(C)c3ccccc34)c2C1 (configuration not stated)	-4	1	/
C=C(C)Cn1c(SC(C)C(C)=O)nc2c1c(=O)[nH]c(=O)n2C (configuration not stated)	-6	-2	/
NS(=O)(=O)c1ccc(CCNC(=O)C2CC23c2ccccc2-c2ccccc23)cc1 (configuration not stated)	-6	-8	/
COC(=O)c1ncn(Cc2nc3ccc(Cl)cc3c(=O)[nH]2)n1	-3	-2	/
OCCSc1c(F)c(F)c(SCCO)c(F)c1F	-2	-8	-3
CN(C)c1c(Cl)cccc1NC(=O)C1CCN(c2ccccc2Br)C1=O (configuration not stated)	5	-4	/
CC(=O)c1c(-c2ccccc2)nc2n(C)c3cc(C)c(C)cc3n12	-16	-3	/
CCOc1ccc(CN2C(=O)C(O)(CC(C)=O)c3cccc(C)c32)cc1 (configuration not stated)	27	-5	/
Cc1ccc(N=C2N=C(N)c3ccccc32)cc1Cl	4	-8	/
